# CHT allo act = allosteric activators of human choline transporter CHT. CHT-expressing cells, membrane potential dye, choline EC20; active compounds read high; LV-AA mutant CHT in HEK293 cells. B-score at 10 µM. Q9GZV3. 310,000 tested, 0.49% active;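 active = initial fluorescence not abnormally high and integrated response B-score, plate-corrected, over 3 SD above library mean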
# Target sequence (Q9GZV3 whole entry, looked up): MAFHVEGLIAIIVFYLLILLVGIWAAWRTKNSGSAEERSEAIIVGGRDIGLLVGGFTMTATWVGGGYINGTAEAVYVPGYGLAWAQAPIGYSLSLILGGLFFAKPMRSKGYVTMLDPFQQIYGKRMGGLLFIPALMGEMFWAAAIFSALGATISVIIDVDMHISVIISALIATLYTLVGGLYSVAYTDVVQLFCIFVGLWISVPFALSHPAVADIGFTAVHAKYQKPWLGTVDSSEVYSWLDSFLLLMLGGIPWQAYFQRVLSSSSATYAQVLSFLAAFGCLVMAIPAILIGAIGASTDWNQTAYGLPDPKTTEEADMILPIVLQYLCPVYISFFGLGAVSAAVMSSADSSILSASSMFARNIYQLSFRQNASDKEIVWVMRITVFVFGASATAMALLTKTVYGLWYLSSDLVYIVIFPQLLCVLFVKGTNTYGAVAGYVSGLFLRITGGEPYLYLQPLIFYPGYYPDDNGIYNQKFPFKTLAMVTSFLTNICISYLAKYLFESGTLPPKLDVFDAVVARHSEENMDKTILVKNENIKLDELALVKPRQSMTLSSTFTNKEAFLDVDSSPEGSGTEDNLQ
# CHT block = human CHT choline transport inhibition | AID 488975 | CHT-expressing cells, membrane potential dye, choline response; active compounds read low | 310,000 tested, 0.86% active | Q9GZV3 | B-score at 10 µM;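 active = B-score over 3 SD under the library average, and starting fluorescence ratio not unusually high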;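 also: choline stimulus applied at its EC90 after an EC20 pre-addition; B-score computed on integrated fluorescence ratio after choline addition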
# * marks the source's active call; other numbers are inactive results; i = inactive.
SMILES,CHT allo act,CHT block
COc1cc(CNCc2cccs2)cc(Br)c1OC,i,i
COc1ccc(C(=O)N2CCC(C(=O)Nc3ccccc3OC)CC2)cc1,i,i
NC(=O)COC(=O)c1ccc2c(c1)S(=O)(=O)N=C1CCCCCN12,i,i
Cn1nc(C(=O)OCc2ccccc2F)c2ccccc2c1=O,i,i
COc1cc(C(=O)Nc2ccc(N(C)C)cc2)cc(OC)c1OC,i,i
Cc1ccc(Nc2ccc([N+](=O)[O-])nc2[N+](=O)[O-])cc1,i,i
COc1ccc(CCNC(=O)CSc2nnc(-c3cccc(C)c3)o2)cc1OC,i,i
COc1ccc(-c2nnc(SCC(=O)c3[nH]c(C)c(C(C)=O)c3C)o2)cc1,i,i
CC1CCCC(C)N1CCCNC(=O)Cn1ncc2c([nH]c3ccccc32)c1=O (stereo not given),i,i
CCc1ccc(/C=N/NC(=O)c2nnn(-c3nonc3N)c2CN2CCc3ccccc32)cc1,i,i
O=C(COc1ccc(Cl)cc1)NCc1n[nH]c(=O)c2ccccc12,i,i
CCOP(=O)(OCC)C(NC(=O)c1ccc(OC)cc1)c1ccccc1 (stereo not given),i,i
CCc1ccc(NC(=O)C(=O)NCCN2CCN(S(C)(=O)=O)CC2)cc1,i,i
COCCn1c(-c2ccc(Cl)cc2)cnc1SCC(=O)NCCc1ccc(OC)c(OC)c1,i,i
O=c1cc(CSc2nnnn2-c2ccc(O)cc2)nc2sccn12,i,i
C=CCn1c(SCC(=O)c2ccc(Br)cc2)nnc1C(CC(C)C)NC(=O)c1cccs1 (stereo not given),i,i
COC(=O)c1ccc(NC(=O)CSc2nnc(-c3cccnc3)o2)cc1,i,i
CCc1ccc(OCC(=O)Nc2ccc(CN3CCCCC3)cc2)cc1,i,i
COc1cc(C(=O)Nc2nc(-c3cc(C)ccc3C)c(C)s2)ccc1OCC(=O)Nc1ccc(F)cc1,i,i
Cc1nn(CC#N)c(=O)n1-c1ccccc1F,i,i
C=CCNC(=O)c1onc(CSc2cccc(OCC)c2)c1C(=O)O,i,i
O=C(OCC(=O)N1CCCc2ccccc21)c1ccc(F)c(S(=O)(=O)N2CCOCC2)c1,i,i
COc1ccc(C2=NN(CCC(=O)NC3CCC(C)CC3)C(=O)CC2)cc1 (stereo not given),i,i
CN1C(C)(C)CC(=NOC(=O)c2ccccc2)CC1(C)C,i,i

# One compound at a time (already shown). Screens in order: CHT allo act, CHT block
# COCCn1c(-c2ccc(Cl)cc2)cnc1SCC(=O)NCCc1ccc(OC)c(OC)c1 is listed with i, i
# COc1ccc(C(=O)N2CCC(C(=O)Nc3ccccc3OC)CC2)cc1 is listed with i, i

# Continuation:
SMILES,CHT allo act,CHT block
Cc1cc(N2CCN(S(=O)(=O)Cc3ccccc3)CC2)n2ncnc2n1,i,i
CC(C)(C)OC(=O)C(Cc1ccc(OC(C)(C)C)cc1)NC(=O)CNC(=O)OCc1ccccc1 (stereo not given),i,i
CC(=O)N1CCN(c2ccc(Oc3ccc([N+](=O)[O-])c(C(F)(F)F)c3)cc2)CC1,i,i
CC(O)c1nc2ccccc2n1C1CCCCC1 (stereo not given),i,i
COc1ccc(OCCN2C(=O)NC3(CCc4ccccc4C3)C2=O)cc1 (stereo not given),i,i
CCc1ccc(C(=O)N2CCN(c3ccc(F)cc3)CC2)s1,i,i
O=C(CN(CC1CCCO1)C(=O)CNS(=O)(=O)c1ccccc1)NCc1ccc(F)cc1 (stereo not given),i,i
Cc1cc(C)nc(NC(=O)c2cnc3sccn3c2=O)n1,9.06*,i
COC(=O)C1=C(C)N(Cc2ccccc2)C(=NCc2cccc(C(F)(F)F)c2)N[C@H]1c1cccc(F)c1,i,i
O=C1OC(CN2CCOCC2)CN1N=Cc1ccc([N+](=O)[O-])o1 (stereo not given),i,i
CC(C)(C)NC(=S)NCc1ccco1,i,i
Cc1ccc(CN(C)c2nc(-c3cccnc3)nc3ccccc23)o1,i,i
CC(C)NS(=O)(=O)c1ccc(CCC(=O)NCc2ccc3c(c2)OCO3)cc1,i,i
CC1=NN(C(=O)CSCc2ccccc2)C(O)(c2ccccc2)C1 (stereo not given),i,i
CCCCn1c(=O)[nH]c(=O)c2c1nc(-c1ccc(C)c([N+](=O)[O-])c1)n2CC,i,i
CC(=O)c1sc(N/N=C2\CC3CCC2(C)C3(C)C)nc1C (stereo not given),i,i
Cc1ccc2c(c1)N(CC(=O)NCCCN1CCN(C)CC1)C(=O)CO2,i,i
COc1cccc(-c2ccc(SCC(=O)NC3CCCC3)nn2)c1,i,i
CCCCNc1nc(C)c(C(C)=O)cc1C#N,i,i
COc1cccc(NC(=O)CSc2nc3c(sc4ccccc43)c(=O)n2CCN(C)C)c1,i,i
CCOc1ccc(NC(=NCc2ccc3c(c2)OCO3)SC2CC(=O)N(c3ccccc3)C2=O)cc1 (stereo not given),i,i
CCn1nnc(NC(=S)NC(=O)c2ccc(-c3cccc(Cl)c3)o2)n1,i,i
Cc1cc(F)ccc1S(=O)(=O)Nc1c(C)n(C)n(-c2ccccc2)c1=O,i,i
Cc1ccc(S(=O)(=O)N2CCCCC2)c(C)c1NS(C)(=O)=O,i,i
CC(CNC(=O)CCS(=O)(=O)c1ccc2c(c1)NC(=O)CO2)c1ccccc1 (stereo not given),i,i
CNC(=O)COc1ccc(Nc2nnc(-c3ccc(C)c(S(N)(=O)=O)c3)c3ccccc23)cc1,i,i
CCOc1ccc(N(C(=O)c2ccc(S(=O)(=O)N3CCCC3)cc2)C2C=CS(=O)(=O)C2)cc1 (stereo not given),i,i
CN(C(=O)CSc1nnc(-c2cccc(F)c2)n1N)C1CCS(=O)(=O)C1 (stereo not given),i,i
N#CC(=C=[N-])C1=C(C#N)C(c2ccccc2F)C([n+]2ccccc2)C(O)(C2CC2)N1 (stereo not given),i,i
Clc1ccc(Nc2nc(NCCN3CCOCC3)nc(N3CCOCC3)n2)cc1,i,i
Cc1c(NC(=O)C(C)Sc2ccc3ccccc3n2)c(=O)n(-c2ccccc2)n1C (stereo not given),i,i
CCOC(=O)/C(C#N)=N/Nc1ccccc1C(=O)O,i,i
Cc1nc2ccc(S(=O)(=O)Nc3ccc(-c4nc5cccnc5s4)cc3)cc2s1,i,i
O=C(COC(=O)c1nc(Cl)ccc1Cl)NC1CCCCCC1,i,i
Cc1ccc(S(=O)(=O)N2CCN(C(=O)CN3CCN(C)CC3)C2)cc1,i,i
O=C(Nc1cnn(Cc2ccc(Cl)c(Cl)c2)c1)C12CC3CC(CC(C3)C1)C2,i,i
COCCN(C(=O)c1ccc2ccccc2c1)c1c(N)n(Cc2ccccc2)c(=O)[nH]c1=O,i,i
CCOc1nc(-c2ccccc2)ccc1-c1noc(-c2ccco2)n1,i,i
O=C(Cn1c(=O)n(-c2ccccc2)c(=O)n1CC(=O)N1CCCCC1)N1CCCCC1,i,i
CCc1cc(=O)oc2cc(OCC=C(C)C)ccc12,i,i
CCOC(=O)/C(C#N)=C/N1CCOCC1,i,i
O=C(Nc1cccc2cccnc12)c1ccccc1Br,i,i
Nc1cccc(-c2nc3ccc(N)cc3s2)c1,i,i
CC1CCN(C(=O)c2ccc(SCc3ccccc3F)c([N+](=O)[O-])c2)CC1,i,i
Cn1c(Cc2ccccc2)nnc1SCC(=O)Nc1cccc(S(=O)(=O)NC2=NCCCCC2)c1,i,i
Cc1cc(=O)oc(C)c1C(=O)NCc1ccco1,i,i
COC(=O)Cc1ccc(NC(=S)NN2CCOCC2)cc1,i,i
Cc1cccc2nc(C(F)(F)F)nc(=O)n12,i,i
COc1cccc(N2C(=O)C3CCCN3C2c2ccc(Cl)cc2)c1 (stereo not given),i,i
CC(C)(C)C(=O)N1CCN(c2ncccc2C(F)(F)F)CC1,i,i
Cc1cc(C)n(Cc2cnc(N3CCOCC3)s2)n1,i,i
Cc1ccc(S(=O)(=O)N2CCOCC2)cc1C(=O)NCc1ccc(F)cc1,i,i
COc1cccc(C(=O)NCC(=O)N/N=C/c2c(C)[nH]c3ccccc23)c1,i,i
O=S(=O)(c1ccc(Cl)cc1)N1CCN2CCCC2C1 (stereo not given),i,i
CCOC(=O)c1[nH]c(C)c(C(=O)OCC(=O)N2CCCCC2C)c1C (stereo not given),i,i
CCOc1ccc(CCNC(=O)c2ccc(F)c(S(=O)(=O)N3CCOCC3)c2)cc1OCC,i,i
N#Cc1c(-c2ccccc2)c(-c2ccccc2)nn(CC(=O)NNC(=O)Nc2ccc(Cl)c(Cl)c2)c1=O,i,i
CC(=O)c1cccc(NC(=O)C(=O)c2cn(CC(=O)N3CCCCC3)c3ccccc23)c1,i,i
O=C(O)C[C@H]1c2cc(C(F)(F)F)ccc2S(=O)(=O)N1C1CCN(Cc2ccccc2)CC1,i,i
Cc1cc(C)n(CC(=O)N/N=C/c2cccc([N+](=O)[O-])c2)n1,i,i
# Later entries:
SMILES,CHT allo act,CHT block
NS(=O)(=O)c1ccc(CNC(=O)CC23CC4CC(CC(C4)C2)C3)cc1,i,i
CCOc1cc(/C=C/c2nc3ccccc3c(=O)[nH]2)cc(Br)c1OC,i,i
Oc1ccc(-c2sc(Nc3ccccc3)n[n+]2-c2ccc(F)cc2)cc1,i,i
Cc1ccccc1CSc1nnc(C)n1N,i,i
CC(=O)Nc1ccc2c(c1)nc(CCNC(=O)c1ccccc1)n2C,i,i
COc1cc(CN2CCCCCC2)cc(Br)c1O,i,i
CC(c1cccnc1)N(CCN(C)C)C(=O)Nc1ccc(Cl)c(Cl)c1 (stereo not given),i,i
Cc1ccc(S(=O)(=O)CC(O)COc2ccc(C#N)cc2)cc1 (stereo not given),i,i
CCS(=O)(=O)N1CCN(c2ccc(C(=O)N3CCOCC3)cc2[N+](=O)[O-])CC1,i,i
CCCCN(C)CCN1C(=O)C2C(C(=O)Nc3cccc(OC)c3)C3C=CC2(O3)C1C(=O)NC1CCCCC1C (stereo not given),i,i
COc1cc(NC(=O)c2cccc(COCC(F)(F)C(F)F)c2)cc(OC)c1OC,i,i
O=C(NCCCC(NC(=O)OCc1ccccc1)C(=O)O)OCc1ccccc1 (stereo not given),i,i

# Ordered by formula weight (falling): part of the list above
SMILES,CHT allo act,CHT block
CCCCN(C)CCN1C(=O)C2C(C(=O)Nc3cccc(OC)c3)C3C=CC2(O3)C1C(=O)NC1CCCCC1C (stereo not given),i,i
CCOc1ccc(NC(=NCc2ccc3c(c2)OCO3)SC2CC(=O)N(c3ccccc3)C2=O)cc1 (stereo not given),i,i
O=C(CN(CC1CCCO1)C(=O)CNS(=O)(=O)c1ccccc1)NCc1ccc(F)cc1 (stereo not given),i,i
CCc1ccc(/C=N/NC(=O)c2nnn(-c3nonc3N)c2CN2CCc3ccccc32)cc1,i,i
CC(CNC(=O)CCS(=O)(=O)c1ccc2c(c1)NC(=O)CO2)c1ccccc1 (stereo not given),i,i
COc1ccc(-c2nnc(SCC(=O)c3[nH]c(C)c(C(C)=O)c3C)o2)cc1,i,i
CCOP(=O)(OCC)C(NC(=O)c1ccc(OC)cc1)c1ccccc1 (stereo not given),i,i
O=c1cc(CSc2nnnn2-c2ccc(O)cc2)nc2sccn12,i,i
COc1cccc(N2C(=O)C3CCCN3C2c2ccc(Cl)cc2)c1 (stereo not given),i,i
Cc1ccc(S(=O)(=O)CC(O)COc2ccc(C#N)cc2)cc1 (stereo not given),i,i
Cc1ccc(CN(C)c2nc(-c3cccnc3)nc3ccccc23)o1,i,i
O=C1OC(CN2CCOCC2)CN1N=Cc1ccc([N+](=O)[O-])o1 (stereo not given),i,i
COC(=O)Cc1ccc(NC(=S)NN2CCOCC2)cc1,i,i
CC(=O)c1sc(N/N=C2\CC3CCC2(C)C3(C)C)nc1C (stereo not given),i,i
O=S(=O)(c1ccc(Cl)cc1)N1CCN2CCCC2C1 (stereo not given),i,i
CCOC(=O)/C(C#N)=N/Nc1ccccc1C(=O)O,i,i
CC(O)c1nc2ccccc2n1C1CCCCC1 (stereo not given),i,i
Cc1cccc2nc(C(F)(F)F)nc(=O)n12,i,i

# Further records
SMILES,CHT allo act,CHT block
Cc1ccc(S(=O)(=O)NCC(=O)OCC(=O)N(Cc2ccccc2)C(C)(C)C)cc1,i,i
COc1cc(NS(=O)(=O)c2ccc(N/C=C(\C=O)c3nc4ccccc4o3)cc2)nc(OC)n1,i,i
C/C(=N\NC(=O)c1ccc(OC2CCCC2)cc1)c1ccc(C)s1,i,i
CC1CC(Nc2ccccc2)c2ccccc2N1C(=O)c1ccco1 (stereo not given),i,i
CS(=O)(=O)Nc1ccc(-c2n[nH]c(=S)n2-c2ccccc2)cc1,i,i
CC(=O)c1c(C)[nH]c(C(=O)N2CCN(c3ncccn3)CC2)c1C,i,i
O=C(NCc1ccccn1)c1ccc(-c2ccccc2)cc1,i,i
O=C(NCCCn1cccn1)C1CCC(=O)N(Cc2cccc(C(F)(F)F)c2)C1 (stereo not given),i,i
CCOC(=O)C1(C(F)(F)F)N=C(C(F)(F)F)Nc2ccccc21 (stereo not given),i,i
Cn1c(=O)c2c(nc(CN3CCN(C(=O)c4ccco4)CC3)n2Cc2ccc(Cl)cc2)n(C)c1=O,i,i
O=C(NCCc1ccccc1)C1CC(=O)N(c2ccc3c(c2)OCCO3)C1 (stereo not given),i,i
O=c1[nH]cnc(O)c1C(c1cccc([N+](=O)[O-])c1)c1c(O)nc[nH]c1=O,i,i
CC1=C(C(=O)OCC2CCCO2)C(c2ccccc2)C2=C(CC(C)(C)CC2=O)N1 (stereo not given),i,i
CC(Oc1ccc(Cl)cc1Cl)C(=O)N/N=C1\CCCc2ccccc21 (stereo not given),i,i
CCc1nc(N2CCN(C(=O)c3ccco3)CC2)c2oc3ccccc3c2n1,i,i
Cc1ccccc1S(=O)(=O)Cc1ccc(C(=O)N(C)C2CCCCC2)o1,i,i
Cc1nc(/C(N)=N/OC(=O)c2ccc(Cl)cc2)c(C(F)(F)F)o1,i,i
CCC1CCC(C(=O)NC(C(=O)NCCCN2CCCCC2C)C(C)C)CC1 (stereo not given),i,i
O=C(Nc1ccc(Cl)cc1N1CCOCC1)C1CCCCC1,i,i
